# EWS-Fli inh = EWS/Fli-driven NR0B1 reporter inhibitors, primary screen, A673 cells, NR0B1 luciferase, luminescence, MLPCN library | viability-normalised | inhibition, % at 12.6 µM | 350,000 tested, 0.67% active | AID 651661, 2012;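 active = mean inhibition of at least 50% after viability correction, with every replicate also passing that limit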;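 note: firefly luciferase signal divided by Alamar Blue viability fluorescence both relative to DMSO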
# E-sel inducer = E-selectin induction in HUVECs, primary screen, imaging, HUVEC, immunofluorescence imaging, single point; normalized: neutral wells 0, TNF-alpha wells 100; 260,000 tested, 0.37% active; activation, % at 7.58 µM;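 active = mean E-selectin-positive cell signal at least 10% of the positive control, reached in at least 60% of replicates, without over 20% cell loss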;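 note: in these data hits start at about 27%; measured in HUVEC primary endothelial cells; signal is the percent of cells scored E-selectin positive by PE staining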
#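 System: HUVEC / Compound: single concentration / Signal: immunofluorescence imaging / Read-out: percent E-selectin-positive cells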
# esBAF inh = Bmi1 luciferase reporter increase in mESCs, primary screen, esBAF inhibitor project, mouse ES cells, Bmi1 luciferase knock-in, single point | 24 h; 100% = twice the neutral-well signal | reporter increase, % at 12.5 µM | 350,000 tested, 2% active | AID 602393, 2012; in the data active = activation above about 40%;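 note: 0% = median of the plate's neutral control wells and 100% = double that signal; a rise in the Bmi1 reporter signal indicates esBAF inhibition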
# RAD54 branch = inhibitors of human RAD54 branch migration, primary screen, biochemical, fluorescence, single point; DNA repair and recombination protein RAD54-like (Homo sapiens), Q92698; RAD54 Holliday junction branch migration, FAM/BHQ fluorescence; inhibition, % at 10.4 µM; 360,000 tested, 0.14% active; AID 602329, 2012;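 active = mean normalized replicate activity at least 40 and at least half of replicates scoring 40 or more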;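 note: 0% = median of neutral control wells and 100% = median of positive control wells; inhibitors cause a drop in the FAM fluorescence signal; in these data hits start at about 50%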
# XiGFP reactiv = activators of inactive X chromosome reactivation, primary screen, imaging, XiGFP fibroblasts, GFP high-content imaging, set 2; 360,000 tested, 0.055% active; activation, % at 7.58 µM; XiGFP mouse fibroblasts, % GFP-positive cells imaging, 3 d; cells co-treated with 5-aza-dC sensitizer; scaled so ellipticine positive control = 100%;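 active = mean normalized replicate activation at least 10% and every replicate at or above 10%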;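 note: 0% = median of on-plate neutral control wells and 100% = ellipticine 6 µM median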
#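 Material: XiGFP fibroblasts, SV40-immortalized. Buffer or medium: DMEM plus 5-aza-dC sensitizer. Compound: single concentration per compound, delivered by pin transfer. Times: 3 days compound exposure. Controls: ellipticine 6 µM.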
# S100A4 MyoIIA = inhibitors of S100A4-myosin IIA peptide binding, primary screen, biochemical, fluorescence polarization, TAMRA-MyoIIA peptide; 360,000 tested, 0.14% active; Protein S100-A4 (Homo sapiens), P26447; inhibition, % at 10.7 µM;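 active = mean inhibition of at least 70% across replicates, with every replicate also reaching that level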
# Target sequence (P26447 whole entry, looked up): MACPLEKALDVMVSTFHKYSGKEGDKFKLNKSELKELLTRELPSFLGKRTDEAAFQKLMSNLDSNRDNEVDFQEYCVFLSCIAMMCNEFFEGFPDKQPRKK
#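 Material: S100A4 monomer (human). Medium: Calcium-containing HEPES buffer, pH 7.2. Probe or stimulus: labelled myosin peptide probe, 5 nM. Compound dosing: one concentration per compound. Timing: polarization read 5 min after assay mix addition, stable 5–60 min. Benchmarks: DMSO as neutral control, TFP as positive control.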
# FN deposition inh = inhibitors of fibronectin matrix deposition, primary screen, AH1F cells, Alexa488-fibronectin fluorescence, plate reader | AH1F fibroblasts, overnight | inhibition, % at 12.6 µM | 350,000 tested, 0.086% active;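 active = mean inhibition across replicates of 30% or more, regardless of how many single replicates reach that level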;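 note: positive control wells lacked labelled fibronectin entirely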
#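 material = AH1F fibroblast monolayer depositing Alexa488-labelled fibronectin into matrix | amount = 10000 AH1F cells/well | buffer or medium = DMEM plus 2% serum, read in PBS | incubation = 1 h cell adhesion before compound, then overnight fibronectin incubation | detection = fluorescence at 485 nm excitation, 525 nm emission | evaluation = percent inhibition as loss of matrix-bound fibronectin fluorescence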
# RAD52 inh = RAD52 DNA annealing inhibitors, primary screen, biochemical, FRET, single point, set 2 | DNA repair protein RAD52 homolog (Homo sapiens), P43351 | recombinant RAD52 DNA annealing, FRET fluorescence | inhibition, % at 18.7 µM | 360,000 tested, 0.46% active;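 active = every replicate showing at least 50% inhibition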
# Target sequence (P43351 whole entry, looked up): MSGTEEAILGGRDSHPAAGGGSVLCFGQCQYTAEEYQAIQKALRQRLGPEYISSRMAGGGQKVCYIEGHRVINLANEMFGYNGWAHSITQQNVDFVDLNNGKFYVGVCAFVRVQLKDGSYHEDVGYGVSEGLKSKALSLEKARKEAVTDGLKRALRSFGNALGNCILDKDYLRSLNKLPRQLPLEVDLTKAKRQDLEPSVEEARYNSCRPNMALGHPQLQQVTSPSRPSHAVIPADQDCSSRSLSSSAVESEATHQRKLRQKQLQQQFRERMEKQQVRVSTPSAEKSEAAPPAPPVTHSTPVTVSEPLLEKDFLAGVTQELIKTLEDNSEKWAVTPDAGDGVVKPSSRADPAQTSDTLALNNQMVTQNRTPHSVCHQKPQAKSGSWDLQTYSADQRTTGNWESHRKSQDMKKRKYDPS
# * hit, by the source's call; x = not tested or not shown; & = joins results of further samples.
# The line under a structure holds: E-sel inducer	XiGFP reactiv	FN deposition inh	EWS-Fli inh	RAD52 inh	S100A4 MyoIIA	RAD54 branch	esBAF inh
CCN(CC)S(=O)(=O)c1ccc(C(=O)OCC(=O)NC2CCCC2)cc1
    0.2	0.0	3.1	4.4	-17.3	4.5	-2.1	-0.2
Nn1c(SCC(=O)NC2CCS(=O)(=O)C2)nnc1-c1cccs1 (stereo not given)
    x	0.1	-1.9	4.1	-4.1	-1.9	10.6	-4.4
COc1ccc(-c2ccc([C@H]3[C@@H](CO)N4C(=O)CN(C(=O)c5ccccc5)C[C@@H]34)cc2)cc1
    -0.2	0.6	x	-4.1	-17.2	0.3	x	x
Cc1[nH]n(C)c(=O)c1C(=O)c1c(-c2c(Cl)cccc2Cl)noc1C
    x	-0.1	-3.1	4.4	-7.6	-1.0	-9.6	x
O=C(O)c1ccc(S(=O)(=O)N(Cc2ccccc2)C2CCCCC2)cc1
    23.8	0.2	4.4	-1.8	3.7	-2.6	-10.5	-13.8
C=CCNC(=S)Nc1cccc([N+](=O)[O-])c1
    -1.1	-0.1	-1.7	-4.5	-4.7	3.4	x	x
Cc1ccc(C=Cc2ccccn2)cc1
    x	0.0	-0.4	-23.4	-10.8	-0.7	6.8	20.1
CCn1nnc(NC(=O)CSc2ccc(Cl)cc2)n1
    x	x	x	7.2	-10.4	-2.1	-8.0	-10.6
COc1cccc(CNC(=O)COC(=O)c2cccc(S(=O)(=O)N3CCN(C(C)=O)CC3)c2)c1
    0.0	0.0	0.9	-1.1	-11.6	-5.9	3.7	-3.6
CO[C@@H]1CN(C)C(=O)c2ccc(NC(=O)c3ccc(F)cc3)cc2OC[C@H](C)N(C)C[C@@H]1C
    -0.2	-0.1	-12.5	1.0	3.1	0.9	2.3	-1.4
O=C(c1ccccc1F)N1C[C@H]2[C@@H](c3ccccc31)[C@H](CO)N2C(=O)c1ccc(F)cc1
    -0.2	0.1	x	6.4	3.3	30.7	5.0	-3.2
CCC1c2ccccc2C(=O)C1C(N)=O (stereo not given)
    -0.2	0.1	-0.5	-2.3	-4.4	-0.7	x	x
CC(C)CNC(=O)COC(=O)CCC(=O)c1cccs1
    1.0	-0.1	4.7	-3.1	3.6	-1.8	x	x
Cc1ccc(S(=O)(=O)N(C)C[C@H]2Oc3ncc(Br)cc3C(=O)N([C@H](C)CO)C[C@@H]2C)cc1
    -0.2	-0.1&-0.1	4.5	0.5&-11.5&-18.2	-7.6&3.6&19.3	-0.1&-49.3&9.7	0.0&-1.2&-23.5	-2.2&1.3&1.7
COc1cc(O)sc1C=Nc1ccc(Cl)cc1Cl
    1.0	0.2	-5.6	0.6	-3.9	2.9	x	x
O=C(C[C@@H]1CC[C@H](NC(=O)c2ccccc2)[C@@H](CO)O1)Nc1ccc(-c2ccccc2)cc1
    0.8	-0.3	-12.9	4.4	4.7	8.5	-3.5	11.0
O=C(Nc1ccccc1)c1ccccc1OCc1ccc(S(=O)(=O)N2CCOCC2)cc1
    x	0.0	4.6	0.8	-7.5	-0.6	x	x
C[C@H]1CN([C@@H](C)CO)C(=O)c2cccc(NS(=O)(=O)c3ccc(Cl)cc3)c2O[C@@H]1CN(C)C(=O)NC1CCCCC1
    -1.4	-1.3	-17.6	1.5	5.9	-2.9	9.9	-4.6
COCC(=O)N(C)C[C@H]1Oc2cc(C#CC3CC3)ccc2S(=O)(=O)N([C@H](C)CO)C[C@H]1C
    -1.8	0.3	-11.1	-4.9	-5.8	-19.2	-3.3	-1.0
C[C@@H]1CCCCO[C@@H](CN(C)C(=O)C2CCCCC2)[C@H](C)CN([C@@H](C)CO)C(=O)c2cc(NS(=O)(=O)c3ccc(Cl)cc3)ccc2O1
    0.0	-0.2	-9.9	-19.6	7.5	-4.7	0.1	15.0
C[C@@H]1CN([C@H](C)CO)S(=O)(=O)c2ccc(Br)cc2O[C@H]1CN(C)C(=O)Cc1ccccn1
    2.0&-0.9	0.1&-0.7	9.2&4.4	4.8&-8.6	-15.9&-15.8	3.6&-7.2	-11.8&-0.3	0.4&2.3
CCCC(=O)Nc1ccc2c(c1)OC[C@H](C)N(C(=O)c1ccccc1F)C[C@@H](C)[C@H](OC)CN(C)C2=O
    -0.2	-0.5	-6.5	-10.0	x	x	x	-8.0
O=C(c1cc(-c2ccco2)nc2ccccc12)N1CCCC(C(F)(F)F)C1 (stereo not given)
    0.2	0.0	x	2.7	-31.9	-11.4	x	1.4
COc1cccc(C=C2SC(=S)NC2=O)c1
    0.5	0.8	8.0	-14.6	-3.6	0.2	x	x
Cc1ccc(OCCOc2cccc(/C=N/NC(N)=O)c2)cc1
    x	0.2	-0.7	-42.4	-3.5	1.4	-9.8	28.5
O=C(Nc1ccccc1)c1cc(C2CCCN(C(=O)c3ccccc3)C2)on1 (stereo not given)
    -0.2	0.0	5.7	-17.1	-6.5	-1.7	5.6	57.4*
Cc1cccc(CN2CCN(c3ncccn3)CC2)c1
    0.1	0.0	-1.1	-0.8	-4.1	5.7	-6.0	-2.0
N#C[C@H]1[C@@H](c2ccc(C#CC3CCCC3)cc2)[C@H](CO)N1S(=O)(=O)c1ccccc1
    -0.6	0.1	-6.0	-0.9	15.0	-10.2	-11.4	-5.7
CCn1cc(/C=C(\NC(=O)c2ccccc2OC)C(=O)N2CCN(C)CC2)c2ccccc21
    x	0.0	-4.3	3.3	-7.4	1.2	x	-1.0
CC(CNC(=O)CCc1nnc(CCC2CCCCC2)o1)c1ccccc1 (stereo not given)
    x	0.1	-8.0	-56.1	14.2	1.3	x	x

# Structures listed above printed as active in esBAF inh.
SMILES | RAD52 inh | S100A4 MyoIIA | esBAF inh
O=C(Nc1ccccc1)c1cc(C2CCCN(C(=O)c3ccccc3)C2)on1 (stereo not given) | -6.5 | -1.7 | 57.4*

# Following part
# The line under a structure holds: E-sel inducer	XiGFP reactiv	FN deposition inh	EWS-Fli inh	RAD52 inh	S100A4 MyoIIA	RAD54 branch	esBAF inh
COc1ccc(NC(=O)N(C)C[C@H]2Oc3c(NC(=O)Nc4c(C)noc4C)cccc3C(=O)N([C@H](C)CO)C[C@@H]2C)cc1
    0.0&-0.8	0.5&0.0	2.7	10.8&1.8	9.4&-17.8	10.8&0.0	-2.4&5.6	-6.1&-1.1
O=C(NCC(=O)N(Cc1ccccc1)C(C(=O)NCC1CCCO1)c1ccccc1)c1ccco1 (stereo not given)
    -0.1	-0.1	4.7	-8.0	-4.2	4.8	2.7	1.6
CCCC#Cc1ccc2c(c1)O[C@@H](CN(C)C(=O)c1ccccc1)[C@@H](C)CN([C@H](C)CO)S2(=O)=O
    96.2*	-0.6	-1.2	4.4	1.3	0.6	2.3	-6.8
CN1CCC(N(C)C(=O)c2cc(-c3ccccc3Cl)nc3ccccc23)CC1
    x	0.0	2.9	-4.0	-4.6	0.7	1.7	-1.7
CC(=O)c1ccc(OCc2cc(C(=O)N(C)C(C)c3nccs3)no2)cc1 (stereo not given)
    x	0.0	-0.2	x	-5.2	-5.7	-6.8	53.8*
CNC[C@@H]1Oc2ccc(NC(=O)Nc3ccc(C(F)(F)F)cc3)cc2C(=O)N([C@H](C)CO)C[C@H]1C
    x	-0.9	x	-6.0	2.8	16.2	6.2	-1.3
CCCC(CCC(=O)Nc1ccn(-c2ccccc2)n1)C(=O)O (stereo not given)
    x	0.2	2.9	6.9	-7.0	-1.5	x	x
Cc1c(C(=O)N/N=C/c2ccccn2)nnn1-c1nonc1N
    0.3	0.0	5.8	0.6	-6.8	-0.4	-0.7	-2.0
Cc1ccnc2ccc(SC(F)(F)F)cc12
    x	-0.1	x	7.9	-7.8	0.3	8.9	-9.6
COc1ccc(-c2nc(-c3ccc(Br)o3)no2)cc1OC
    0.4	0.0	-4.6	-119.0	-15.2	5.3	-7.2	17.6
O=C(CCS(=O)(=O)c1ccc2c(c1)NC(=O)CO2)NCc1ccccc1
    x	0.5	-0.2	-2.4	3.3	-0.6	-4.6	1.9
CCC(=O)Nc1c2c(nn1-c1ccc(F)cc1)CS(=O)C2 (stereo not given)
    0.1	-0.1	8.6	-1.8	-0.1	1.2	-3.4	5.9
Cc1cccc(C)c1NC(=O)CNC(=O)c1ccccc1OCc1ccccc1
    -1.1	0.0	-2.3	-1.2	-9.2	0.5	x	x
Cc1ccc(CN2CCN(C(=O)c3ccncc3)CC2)cc1
    11.9	-0.1	-3.9	10.0	-10.9	-0.9	-0.2	6.6
O=C([C@@H]1[C@@H](CO)[C@@H]2Cn3c(cccc3=O)[C@@H]2N1Cc1cc(F)ccc1F)N1CCOCC1
    -0.2	0.0	x	0.1	-34.9	13.5	4.4	-4.8
Cc1ccccc1OCCCN1CCCC1
    -1.9	x	0.3	x	x	x	4.5	-3.0
CCNC(=O)CSc1nc2ccccc2c(=O)n1OC
    x	x	x	x	-7.0	5.4	-6.8	3.9
CC(C)(C)OC(=O)C[C@@H]1C/C=C\C[C@H](CC(=O)N(CCO)Cc2ccccc2)C(=O)N[C@@H](Cc2c[nH]c3ccccc23)COC1=O
    -0.7	0.0	-1.2	-0.2	-14.3	-2.1	-5.2	-1.4
CC(NC(=O)c1cn(C)c2ccc(S(=O)(=O)N3CCCC3)cc2c1=O)c1ccccc1 (stereo not given)
    -0.2	0.3	-5.6	x	-6.9	0.7	1.8	-2.4
C[C@H]1CN([C@@H](C)CO)C(=O)c2cc(-c3ccncc3)cnc2O[C@@H]1CN(C)C(=O)c1cccc(F)c1
    -0.2	-0.6	x	-6.1	0.5	-41.6	9.9	-1.1
CCn1c(SCC(=O)Nc2nccs2)nnc1-c1ccco1
    x	0.6	3.1	-5.2	-2.7	-1.7	x	x

# Reprinted at random: five records from the list, in no set order.
# The line under a structure holds: E-sel inducer	XiGFP reactiv	FN deposition inh	EWS-Fli inh	RAD52 inh	S100A4 MyoIIA	RAD54 branch	esBAF inh
Cc1c(C(=O)N/N=C/c2ccccn2)nnn1-c1nonc1N
    0.3	0.0	5.8	0.6	-6.8	-0.4	-0.7	-2.0
Cc1ccc(CN2CCN(C(=O)c3ccncc3)CC2)cc1
    11.9	-0.1	-3.9	10.0	-10.9	-0.9	-0.2	6.6
C[C@H]1CN([C@@H](C)CO)C(=O)c2cc(-c3ccncc3)cnc2O[C@@H]1CN(C)C(=O)c1cccc(F)c1
    -0.2	-0.6	x	-6.1	0.5	-41.6	9.9	-1.1
O=C(CCS(=O)(=O)c1ccc2c(c1)NC(=O)CO2)NCc1ccccc1
    x	0.5	-0.2	-2.4	3.3	-0.6	-4.6	1.9
CCC(=O)Nc1c2c(nn1-c1ccc(F)cc1)CS(=O)C2 (stereo not given)
    0.1	-0.1	8.6	-1.8	-0.1	1.2	-3.4	5.9
